Screening results: PubChem BioAssay, The Scripps Research Institute Molecular Screening Center
FBW7 activator – activators of human E3 ligase FBW7; actives 0.13% (n = 650,000); Q969H0; AID 1259310; AlphaScreen FBW7–phospho-cyclin E peptide binding, activator screen; normalized activity (activation), % at 26.1 µM; in the data active = normalized activity above about 1.9%;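 also: purified mutant Fbw7 with reduced substrate affinity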
MITF primary – human MITF inhibition, primary screen. O75030. AlphaScreen MITF homodimerization, bead proximity signal. inhibition, % at 2.6 µM. actives 0.91% (n = 650,000); in the data active = inhibition above about 50%;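 also: 0% = vehicle wells with protein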
Target sequence (O75030 whole entry, looked up): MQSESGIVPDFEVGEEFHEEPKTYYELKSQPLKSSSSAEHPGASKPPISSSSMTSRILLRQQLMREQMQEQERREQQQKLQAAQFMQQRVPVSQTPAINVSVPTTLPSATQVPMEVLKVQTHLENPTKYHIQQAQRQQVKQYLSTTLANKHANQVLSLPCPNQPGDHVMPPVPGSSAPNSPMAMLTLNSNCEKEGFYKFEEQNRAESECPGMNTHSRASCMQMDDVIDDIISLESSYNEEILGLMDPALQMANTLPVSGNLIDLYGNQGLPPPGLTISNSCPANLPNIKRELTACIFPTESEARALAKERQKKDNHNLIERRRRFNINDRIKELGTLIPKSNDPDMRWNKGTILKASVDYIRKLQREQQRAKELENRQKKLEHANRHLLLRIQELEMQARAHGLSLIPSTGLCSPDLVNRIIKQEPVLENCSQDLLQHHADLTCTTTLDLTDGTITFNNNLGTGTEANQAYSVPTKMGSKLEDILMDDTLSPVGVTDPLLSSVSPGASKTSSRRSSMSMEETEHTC
GPR151 activ – human GPR151 activation; Q8TDV0; PathHunter beta-arrestin GPR151 cells, luminescence; activation, % at 11.2 µM; actives 1% (n = 650,000); AID 1508602; in the data active = activation above about 4.9%;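 also: 0% = median of compound wells and 100% = cells with positive control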
Target sequence (Q8TDV0 whole entry, looked up): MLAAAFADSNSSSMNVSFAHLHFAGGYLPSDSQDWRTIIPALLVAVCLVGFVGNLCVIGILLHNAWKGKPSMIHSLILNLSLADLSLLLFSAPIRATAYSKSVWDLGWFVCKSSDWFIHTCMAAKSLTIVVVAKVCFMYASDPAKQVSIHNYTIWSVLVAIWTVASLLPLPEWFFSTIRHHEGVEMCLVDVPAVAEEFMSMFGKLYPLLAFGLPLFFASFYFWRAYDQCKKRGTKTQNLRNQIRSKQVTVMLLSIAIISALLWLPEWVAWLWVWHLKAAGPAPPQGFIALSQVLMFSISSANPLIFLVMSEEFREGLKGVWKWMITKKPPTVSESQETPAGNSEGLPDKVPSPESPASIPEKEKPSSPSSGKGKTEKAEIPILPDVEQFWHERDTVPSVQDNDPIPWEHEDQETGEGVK
TEAD-YAP inh – TEAD-YAP interaction inhibition; HEK-TIYL cells, TEAD-Gal4/YAP UAS-luciferase luminescence; inhibition, % at 9.12 µM; actives 1.4% (n = 640,000); in the data active = inhibition above about 32%;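 also: 0% = median of test compound wells and 100% = reference inhibitor wells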
Active calls of the source: *.

SMILES	FBW7 activator	MITF primary	GPR151 activ	TEAD-YAP inh
CCOC(=O)C1=C(C)N=c2s/c(=C/c3ccc(OC)cc3)c(=O)n2C1c1ccc(OC)cc1 (configuration not stated)	0.1	2.4	-0.3	-5.5
COCCn1nnnc1C(c1ccc(C)cc1)N1CCN(c2ccc(OC)cc2)CC1 (configuration not stated)	0.3	-15.1	-0.8	-2.9
c1ccc(-c2cc(NCc3ccco3)n3ncnc3n2)cc1	-0.1	-1.1	0.0	4.5
COC(=O)c1cc(C(=O)Nc2cc(C)on2)cc([N+](=O)[O-])c1	0.0	-4.2	2.7	-1.9
CCNC(=O)N1CCN(Cc2ccccc2)CC1C(=O)NCC(=O)OC (configuration not stated)	-0.1	7.3	2.5	4.1
Cc1nn(CC(=O)NC2CCN(Cc3ccccc3)CC2)c(=O)c2cccn12	-0.2	-4.3	-1.5	3.6
CC(=O)CCN1C(=O)C(=O)c2cccc(C)c21	-0.1	15.2	0.2	0.2
CCOc1ccc(/C(O)=C2\C(=O)C(=O)N(CCN3CCOCC3)C2c2ccccc2F)c(C)c1 (configuration not stated)	-0.1	22.9	0.2	3.2
Cc1ccc(NC(=S)N(Cc2cccnc2)Cc2ccccc2Cl)cc1	-0.2	11.8	-1.0	11.6
C/C(CC(=O)Nc1cccc(F)c1)=N\NC(=O)c1cccc(C)c1	-0.1	9.2	0.3	-29.1
c1ccc(-n2nnnc2-c2ccc(-c3nnnn3-c3ccccc3)cc2)cc1	-0.1	10.5	-0.2	-4.1
CC(C)CSc1nc(N2CCCC2)c2c(c1C#N)CC(C)(C)OC2	-0.1	17.4	2.5	6.8
Cc1cc(C)n2nc(SCC(=O)Nc3ccc(C)c(C)c3)nc2n1	-0.1	-6.9	2.2	-1.3
CCOC(=O)c1cnc2ccc(OCC)cc2c1N1CCN(c2ccccn2)CC1	0.3	7.1	-0.5	-3.3
Cc1cc(-n2c(/C=C/c3cccc4ccccc34)nc3ccccc3c2=O)ccc1Br	0.1	5.8	3.2	1.9
O=[N+]([O-])c1nc(Br)n(Cc2ccccc2)c1Br	-0.4	-5.2	-0.5	2.4
CCOC(=O)CSc1nc2ccccc2c(=O)n1CCc1ccc(OC)c(OC)c1	0.8	11.9	0.8	8.3
COCC(C)NC1CCN(c2ccc(CC(=O)NCCc3cccc(F)c3)cc2)CC1 (configuration not stated)	0.2	5.5	-0.7	16.2
COc1ccc(N2C(=O)NC(=O)/C(=C/c3cnc(N(C)C)nc3)C2=O)cc1	0.2	17.0	1.6	0.9
CCCOC(=O)Nc1ccc(OC(=O)CC)cc1	0.1	3.2	0.0	-44.9

4 of these compounds, reformatted.
molecule: O=[N+]([O-])c1nc(Br)n(Cc2ccccc2)c1Br
  FBW7 activator = -0.4
  MITF primary = -5.2
  GPR151 activ = -0.5
  TEAD-YAP inh = 2.4

molecule: CCOC(=O)CSc1nc2ccccc2c(=O)n1CCc1ccc(OC)c(OC)c1
  FBW7 activator = 0.8
  MITF primary = 11.9
  GPR151 activ = 0.8
  TEAD-YAP inh = 8.3

molecule: COCC(C)NC1CCN(c2ccc(CC(=O)NCCc3cccc(F)c3)cc2)CC1 (configuration not stated)
  FBW7 activator = 0.2
  MITF primary = 5.5
  GPR151 activ = -0.7
  TEAD-YAP inh = 16.2

molecule: COc1ccc(N2C(=O)NC(=O)/C(=C/c3cnc(N(C)C)nc3)C2=O)cc1
  FBW7 activator = 0.2
  MITF primary = 17.0
  GPR151 activ = 1.6
  TEAD-YAP inh = 0.9

Additional results
SMILES	FBW7 activator	MITF primary	GPR151 activ	TEAD-YAP inh
c1ccc(CCn2nnnc2CN2CCCCCC2)cc1	1.4	16.7	-1.3	-40.9
O=C(Cn1cnc2c(sc3ccccc32)c1=O)N1CCN(c2ccc(F)cc2)CC1	0.0	-14.0	0.4	7.7
COc1ccc(CCNC(=O)c2csc(Nc3ccc(N4CCOCC4)cc3)n2)cc1	0.2	14.2	1.2	71.4*
COc1ccc(NS(=O)(=O)c2ccc(F)c(F)c2F)c(OC)c1	0.0	11.8	2.7	8.7
S=c1[nH]nc2c3ccccc3nc(Cc3ccccc3)n12	0.5	20.2	-0.5	6.3
CC(=O)/C(N=Nc1ccc(Br)cc1)=C(\C)O	-0.4	7.0	0.3	5.6
COc1c(Br)ccc2c1CC(C)(C)N=C2SC	0.1	4.0	-0.4	-2.1
O=C(Cn1cnnn1)Nc1ccc(Cl)cc1F	-0.1	5.2	-0.5	7.4
N#Cc1c(NC(=O)c2cccc([N+](=O)[O-])c2C(=O)O)sc2c1CCCC2	1.4	15.5	-0.1	11.4
Cc1ccccc1-n1nc([N+](=O)[O-])c(=NCCc2ccc(Cl)cc2)n1O	-0.3	22.8	0.1	5.1
Cc1ccnc(NC(=O)CCCOc2ccc(Cl)cc2Cl)c1	0.7	22.9	-0.6	-6.8
O=C(c1cccc(C(F)(F)F)c1)N1CCC(O)(c2ccccn2)CC1	-0.1	-12.4	-0.4	2.2
[O-][n+]1c(/C=C/c2ccccc2)ccc2ccccc21	0.0	0.2	-6.2	27.6
CC(C)n1cnc2c(NCCO)nc(-c3cccs3)nc21	0.1	-6.2	-1.1	14.9
O=C(NCc1cccnc1)C(=O)Nc1cc(Cl)ccc1Cl	0.2	15.8	-0.4	6.8
O=C1c2cccc3cccc(c23)C(=O)N1C1CC2CCC1C2 (configuration not stated)	0.5	18.6	-0.6	6.8
O=C(N/C(=C/c1ccccc1Cl)C(=O)N1CCCCC1)c1ccc([N+](=O)[O-])cc1	0.1	28.7	0.1	-5.8
O=S(=O)(c1ccccc1F)N1CCN(CC(O)c2ccccc2)CC1 (configuration not stated)	-0.1	-6.4	-0.1	8.6
CCN(CC)C(=O)CN1C(=O)N2CCN=C2c2ccccc21	-0.1	1.5	-1.1	2.6
Cc1cccc(NC(=S)NCC(c2cccnc2)N(C)C)c1 (configuration not stated)	0.0	-7.5	-0.6	-6.2
CCCc1c(C)nc2c(C(=O)NCc3ccccc3OC)c[nH]n2c1=O	0.7	12.8	1.4	-1.3
CC(=Nc1cccc2ccccc12)c1sc2ccccc2c1O	0.0	-2.3	-1.6	-3.9
O=C(OCN1C(=O)c2ccccc2C1=O)c1ccc([N+](=O)[O-])s1	0.0	-8.0	0.1	1.1
CN(C)C(=O)c1cccc(-c2cnc3[nH]c(=O)n(C4CCCCC4)c3n2)c1	-0.5	-14.7	0.5	3.6
CCOc1ccc(N(CC(=O)NCCCOC)S(=O)(=O)c2ccc(F)cc2)cc1	-0.1	5.6	-0.3	4.7
CN(CCCN1CCOCC1)C(=O)Cn1nnnc1CN1CCCCCC1	0.3	8.7	-0.6	7.8
O=[N+]([O-])c1cccc(C2SCCN2S(=O)(=O)c2ccc(Br)cc2)c1 (configuration not stated)	0.1	12.5	5.8*	4.8
COc1ccc(N2CCN(C3CC(=O)NC3=O)CC2)cc1 (configuration not stated)	0.3	19.0	6.3*	12.2
CC1=CC(C)(C)Nc2ccc(OC(=O)C(C)N3C(=O)c4ccccc4C3=O)cc21 (configuration not stated)	-0.7	0.3	-0.6	3.2
CC(=O)c1ccc(-c2cc(F)cc3c2OC(CNC(=O)C2CCOC(C)(C)C2)C3)s1 (configuration not stated)	0.5	15.1	-0.8	12.0
Cc1ccc(CC2(CCC(=O)N3CCC(C)CC3)CCC(=O)N2)cc1 (configuration not stated)	-0.1	10.6	0.0	1.3
COC(=O)c1cc(C(=O)N2CCN(CCO)CC2)cc([N+](=O)[O-])c1	-0.1	-3.2	-0.9	3.5
CCOC(=O)C1CCN(C(=O)c2ccc3c(c2)nc(C)n3-c2ccc(F)cc2F)CC1	1.0	17.9	-2.7	6.3
C=CCc1cccc(/C=N/N2CCN(c3ccccn3)CC2)c1O	-0.1	4.6	-0.8	-6.7
O=C(N/N=C/c1ccncc1)C1CC1(c1ccccc1)c1ccccc1 (configuration not stated)	0.0	-25.2	5.9*	-17.9
C/C(=N\Nc1nc2ccccc2s1)c1ccc(Br)s1	-0.1	7.3	1.5	-0.2
CCCC(C)NC(=O)c1cc(Cl)ccc1OC (configuration not stated)	0.1	13.9	-0.4	10.8
N/C(=N\OS(=O)(=O)c1ccc(Br)cc1)c1ccncc1	-0.3	13.8	0.4	8.2
O=C(Nc1cc(Oc2ccc(I)cc2)cc([N+](=O)[O-])c1)c1nc2nc(-c3ccccc3)cc(C(F)(F)F)n2n1	0.1	10.8	-1.1	4.5
COc1ccc(-n2nc(C(=O)NCC(=O)Nc3cc(OC)ccc3OC)c3ccccc3c2=O)cc1	0.2	-0.2	-0.9	14.8
Cc1cc(C)cc(N(C(=O)Cc2ccccc2)C2C=CS(=O)(=O)C2)c1 (configuration not stated)	0.1	11.0	-0.3	-8.1
CCCN(CCC)S(=O)(=O)c1ccc(C(=O)Nc2nc3ccc4sc(C)nc4c3s2)cc1	-0.2	-0.6	1.0	7.3
C[C@@H](N)c1nc(-c2ccncc2)n[nH]1	-0.5	39.4	-0.3	-2.5
CCN1CCC(=NNc2ccc(Cl)c(C(=O)O)c2)CC1	0.1	1.6	-1.7	12.4
O=C(CSc1nnc(N2CCN(c3ccccc3)CC2)s1)NCCc1ccccc1	0.0	6.1	-1.0	5.5
c1ccc(CNCc2cn(-c3ccccc3)nc2-c2cccnc2)cc1	-0.2	-4.5	-0.9	-4.1
Cc1ccc(/C=C/C2=NC(=C\c3ccccc3F)/C(=O)O2)cc1	0.3	17.2	-1.4	-1.4
CC(C)CNC(=O)C1(c2cccs2)CCOCC1	-0.1	4.9	1.0	6.8
COc1ccc2c(c1)CC(C(=O)Nc1ccc(-c3ccncc3)cc1Oc1ccccc1)CO2 (configuration not stated)	-0.1	12.9	-0.4	7.5
O=C(O)C1CN(c2nc(Cl)ccc2[N+](=O)[O-])C1	-0.2	26.7	0.0	3.5
CC1(C)CC(=O)C(C=NCc2ccco2)=C(O)C1	0.1	1.6	-0.3	5.7
O=C(c1ccc([N+](=O)[O-])cc1Cl)N1CCCc2ccccc21	-0.3	11.4	0.6	9.9
O=C(CC(C(=O)O)C1CCCO1)NCc1ccccc1 (configuration not stated)	-0.1	-5.8	1.4	-0.1
CCCCC(=O)Nc1ccc(C(=O)NNC(=S)NC(=O)c2ccco2)cc1	-0.1	16.6	-0.2	1.0
Cc1ccc2c(CC(=O)NCCCn3ccnc3)cc(=O)oc2c1	0.0	-2.5	-0.7	-3.6
O=C(CC1(c2cccc(F)c2)CC(=O)N(C2CCCC2)C1=O)N1CCCC(O)C1 (configuration not stated)	-0.1	-19.1	0.8	-1.4
CCOc1ccccc1NC(=O)c1c(NC(=O)c2cccnc2)sc2c1CCC(C(C)(C)C)C2 (configuration not stated)	0.0	-6.1	0.1	-5.2
COc1ccc(N(C(=O)CSc2ncn[nH]2)C2(C(=O)NC(c3ccc(Cl)cc3)c3ccccc3Cl)CCCC2)cc1 (configuration not stated)	-0.2	-5.1	0.2	-14.1
Cc1ccccc1N(C)C(=O)c1cn(C)c(=O)c2ccccc12	0.4	15.6	1.0	-3.6
CC(=O)Nc1ccc(NC(=O)CN2CCN(S(=O)(=O)c3ccc(Cl)cc3)CC2)cc1	0.1	7.0	1.2	15.8
(next part)
SMILES	FBW7 activator	MITF primary	GPR151 activ	TEAD-YAP inh
CCOC(=O)C1(Cc2cccc(OC)c2)CCCN(C(=O)Cc2c(C)nc(C)[nH]c2=O)C1 (configuration not stated)	0.0	9.9	2.9	4.1
CS(=O)(=O)Nc1ccc(-c2nnc(SCC(=O)Nc3ccc(Cl)cc3)o2)cc1	0.0	14.2	-1.1	3.7
CC(Oc1ccccc1)C(=O)Nc1c2c(nn1-c1ccc(F)cc1)CSC2 (configuration not stated)	0.0	3.2	3.0	1.6
CCN1C(=O)C2C(c3ccccc3OC)NC(CC)(C(=O)OC)C2C1=O (configuration not stated)	-0.1	5.4	-0.4	-9.3
CS(=O)(=O)N(CC(=O)NCC1CCCO1)c1ccccc1Br (configuration not stated)	0.1	3.9	-0.1	-8.7
O=C(O)CO/N=C1/c2ccccc2C2C=CC=CC12 (configuration not stated)	0.1	8.6	-1.1	2.6
CCOc1ccc(C(c2nnnn2C(C)(C)C)N2CCN(C(=O)c3ccco3)CC2)cc1 (configuration not stated)	-0.1	8.1	-1.4	-14.1
O=C(NCc1cccs1)c1cnn2c1NC(c1ccc(F)cc1)CC2C(F)(F)F (configuration not stated)	0.2	-7.5	-0.9	-4.7
O=C(N[C@H]1C[C@H]2C(=O)N[C@H](Cc3ccccc3)C(=O)N2C1)c1cc(F)ccc1F	0.0	15.3	1.1	-6.5
COc1ccc2[nH]c(=O)c(CN(CCO)C(=O)c3ccc(C)cc3)cc2c1	-0.1	-0.3	-0.6	7.4
CC(=O)Nc1ccc(NC(=O)c2ccc(-c3csc4ccccc34)s2)cc1	0.1	4.4	-0.8	-26.3
CCC(Cc1ccccc1)NC(=O)c1oc(=O)c2ccccc2c1-c1ccc(C)cc1 (configuration not stated)	-0.1	-8.4	-1.0	2.1
CCOc1ccc(S(=O)(=O)N(CC(=O)Nc2cc(C)on2)Cc2ccco2)cc1	0.1	5.0	-0.9	1.2
COCCn1nnnc1C(c1ccccc1F)N1CCN(c2cccc(Cl)c2)CC1 (configuration not stated)	-0.1	2.1	-0.6	-2.3
CCCc1n(CC(O)COc2ccc(OC)cc2)c2ccccc2[n+]1C (configuration not stated)	0.1	11.0	-0.7	5.3
O=C(O)CCNC(=O)c1ccccc1F	0.0	1.1	1.5	-4.6
COc1ccccc1/C=C1/NC(=O)N(c2cccc(Cl)c2)C1=O	0.2	18.3	-1.4	-6.1
CCCN1CCC(Nc2ccc3c(c2)CCN3C(C)=O)CC1	0.4	20.2	1.1	6.3
